IL1B NFkB inh – blocks IL-1B driven NFkB nuclear translocation in HUVEC cells. HUVEC IL-1B NFkB p65 nuclear translocation imaging. inhibition, % at 2 µM. 94,000 tested, 0.43% active. AID 796;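 active = inhibition above about 30% together with a positive call from visual inspection of the well image, limit read from the data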;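 note: nuclear over cytoplasmic p65 intensity ratio measured by imaging; 0% = IL-1B stimulated DMSO wells and 100% = unstimulated DMSO wells; values of inactives mirror those of a sister screen read the other way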
PLAP inhibition – inhibition of human placental alkaline phosphatase – biochemical, luminescence, HTS (AID 690) | purified PLAP, luminescent substrate; higher % means a stronger effect | one-dose inhibition, % at 20 µM; IC50 in µM for titrated hits | 96,000 tested, 0.08% active; in the data active = a potency from the dose series; inactive = the rest, 99 in 100 with inhibition below about 30%; note: strong numbers were not always called active
Bcl-B displacement – displacers of TR3 peptide from Bcl-B, primary screen, selectivity assay for Bfl-1 inhibitor project, biochemical, fluorescence polarization. FP displacement of FITC-TR3 peptide from Bcl-B; higher % means a stronger effect. one-dose displacement, % at 20 µM; IC50 in µM for titrated hits. 96,000 tested, 0.11% active. AID 748;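 active = displacement above 50% at 20 µM plus a fluorescence interference ratio under 1.5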;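 note: plate controls were wells without compound for no effect and wells lacking Bcl-B protein for full effect; a part of the inactive calls stands beside numbers as strong as those of hits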
IL1B NFkB pot – enhances IL-1B driven NFkB nuclear translocation; HUVEC IL-1B NFkB p65 nuclear translocation imaging; activation, % at 2 µM; 94,000 tested, 0.3% active;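 active = activation above 40%, about the mean plus 3 SD, also judged a hit on visual image review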;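 note: percent activation is computed from the nuclear over cytoplasmic p65 intensity ratio; values of inactives mirror those of a sister screen read the other way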
MRP resist rev – reverses drug resistance mediated by MRP | AID 602 | 85,000 tested, 0.04% active | differential viability (reversal), % at 10 µM | H69AR cells + 2 uM doxorubicin, CellTiter-Glo, 72 h;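 active = viability drop by adding the cancer drug above about 55%, with treated viability meeting a 40% cutoff, limit read from the data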;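 note: viability without doxorubicin minus viability with 2 µM doxorubicin for each compound; larger differential means the compound sensitizes cells more to doxorubicin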
MRP resist rev cytotoxicity – further read-out of MRP resist rev, marked with its call; viability, %; H69AR cells, CellTiter-Glo, 72 h; measured here: cytotoxicity without doxorubicin
MRP resist rev with doxorubicin – also measured in MRP resist rev; calls as there; viability, %; measured here: viability with 2 uM doxorubicin; stronger effect = lower value
IL1B NFkB inh cell count 2 µM – also measured in IL1B NFkB inh; calls as there; cell count; measured here: cells passing quality filter;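 raw number of nuclei counted in each imaged well without normalization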
IL1B NFkB pot cell count 2 µM – further read-out of IL1B NFkB pot, marked with its call; cell count; measured here: cells passing quality filter
* = called active by the depositor; . = not tested or not shown. This is a subset (hit frequency here may not be typical).

SMILES | IL1B NFkB inh | IL1B NFkB inh cell count 2 µM | PLAP inhibition | Bcl-B displacement | IL1B NFkB pot | IL1B NFkB pot cell count 2 µM | MRP resist rev | MRP resist rev cytotoxicity | MRP resist rev with doxorubicin
CCn1cc(C(=O)NCc2ccco2)c2cc(OC)c(OC)cc2c1=O | -4 | 185 | . | . | 4 | 185 | . | . | .
CCOC(=O)c1[nH]c2cc(OC)c(OC)cc2c1NC(=O)CN1CCN(C)CC1 | -33 | 129 | -58% | -2% | 33 | 129 | 2 | 95 | 92
CCCCCCNc1c(C(=O)OCC)c(=O)[nH]c2ccccc12 | . | . | 25% | 2% | . | . | 9 | 87 | 79
COc1ccc(C(=O)n2nc(-c3ccco3)nc2N)cc1 | 16 | 102 | . | . | -16 | 102 | -12 | 97 | 109
CC(C)Oc1ccc(CNCCC2(C(C)C)CCOC(C)(C)C2)cc1 (stereo not given) | -13 | 135 | -48% | 1% | 13 | 135 | -19 | 42 | 61
CCOC(=O)c1nnn(-c2nonc2OC)c1-c1ccccc1 | . | . | 2% | -6% | . | . | 22 | 103 | 81
O=S(=O)(Nc1cnc2ccccc2c1)N1CCCCCC1 | -39 | 147 | -40% | -8% | 39 | 147 | -5 | 55 | 60
CCCN1C(=O)c2cc(C(=O)NC3CCCC3)ccc2C1O (stereo not given) | -7 | 73 | -3% | 16% | 7 | 73 | -4 | 96 | 100
N#Cc1nc(COc2ccccc2)oc1NCCCn1ccnc1 | -11 | 133 | -51% | 5% | 11 | 133 | 16 | 98 | 82
O=C1c2cccnc2C(O)N1Cc1ccccc1 (stereo not given) | 10 | 145 | 14% | 1% | -10 | 145 | -2 | 90 | 92
COc1ccc(OC)c(C2CC(=O)N3CN(c4cccc(Cl)c4)CSC3=C2C#N)c1 (stereo not given) | 10 | 185 | -1% | 9% | -10 | 185 | 39 | 92 | 52
CC1CCC(C(=O)NC(C(=O)NCCCN2CCOCC2)C(C)C)CC1 (stereo not given) | 6 | 116 | -17% | -21% | -6 | 116 | 0 | 100 | 99
Cc1nnc2n(-c3ccccc3)c(=O)c3c4c(sc3n12)COC(C)(C)C4 | . | . | -2% | 0% | . | . | -6 | 80 | 86
CC(C)CCNC(=O)c1ccc2c(c1)ncn2C1CCCCC1 | 0 | 159 | -10% | 20% | 0 | 159 | 10 | 83 | 72
Cc1cccc(-c2nnc(SCCOc3ccc4c(C)cc(=O)oc4c3)o2)c1 | 4 | 163 | -72% | 9% | -3 | 163 | . | . | .
c1ccc(-c2cc(N3CCCCC3)nc(-c3ccccc3)n2)cc1 | 1 | 173 | . | . | -1 | 173 | 6 | 84 | 78
COc1cc(NS(=O)(=O)c2ccc(OC)c(OC)c2)cc(OC)c1 | -5 | 130 | -12% | -6% | 5 | 130 | -3 | 80 | 83
COCC(=O)Nc1cc(OC)ccc1OC | -22 | 140 | 3% | -8% | 22 | 140 | 10 | 100 | 90
O=C(Nc1ccc(Cc2ccc(NC(=O)N3CCOCC3)cc2)cc1)N1CCOCC1 | . | . | 14% | -6% | . | . | 1 | 94 | 92
Cc1cccc(C)c1-n1c(C)cc(/C=N\Nc2ccc([N+](=O)[O-])cn2)c1C | 3 | 146 | 23% | -89% | -3 | 146 | 12 | 87 | 75
CCOC(=O)C(Cc1ccc(NC(=O)/C(=C/c2ccccc2)NC(=O)c2ccccc2)cc1)N1C(=O)c2ccccc2C1=O (stereo not given) | -10 | 125 | -1% | -9% | 10 | 125 | . | . | .
CN(C)CCNC(=O)c1ccc(COCC(F)(F)F)cc1 | 1 | 125 | 10% | -13% | -1 | 125 | 3 | 105 | 101
CC(C)CNS(=O)(=O)c1ccccc1C(=O)N1CCCCC1 | -16 | 144 | 2% | -11% | 16 | 144 | -4 | 103 | 107
Cc1c(NC(=S)/C=C2\N(C)c3ccccc3C2(C)C)c(=O)n(-c2ccccc2)n1C | -3 | 163 | -19% | -3% | 3 | 163 | -3 | 100 | 103
CN(Cc1ccccc1)c1nc2c(c(=O)[nH]c(=O)n2C)n1CCCc1ccccc1 | 0 | 156 | -62% | 5% | 0 | 156 | 32 | 65 | 33
Cc1ccccc1NC(=O)CC1S/C(=N/c2nccs2)N(C)C1=O (stereo not given) | 5 | 81 | 8% | -11% | -5 | 81 | 14 | 100 | 87
O=C(OCC#CCSc1nnc(-c2ccccc2)o1)c1cc2ccccc2o1 | 4 | 153 | -1% | -17% | -4 | 153 | 0 | 74 | 73
NS(=O)(=O)c1cccc(NC(=O)Cn2cnc3ccccc3c2=O)c1 | -4 | 183 | 20% | 1% | 4 | 183 | . | . | .
COc1cc(Cl)c(S(=O)(=O)N2CCN(Cc3ccc4c(c3)OCO4)CC2)cc1Cl | . | . | -19% | 0% | . | . | 8 | 98 | 90
Cc1cccc(NC(=O)Cn2cnc3ccccc3c2=O)c1C | -9 | 73 | 6% | -6% | 9 | 73 | 8 | 97 | 89
CCOc1nc(-c2ccc(OC)cc2)ccc1-c1noc(-c2cc(OC)c(OC)c(OC)c2)n1 | -7 | 142 | -5% | -122% | 7 | 142 | -10 | 14 | 24
O=C(CC1CCCCC1)N1CCC(c2nc(-c3ccc(S(=O)(=O)N4CCCC4)cc3)no2)CC1 | -9 | 141 | -42% | 0% | 9 | 141 | . | . | .
O=C(COc1ccc(S(=O)(=O)N2CCCC2)cc1Cl)Nc1ccc2c(c1)OCO2 | 4 | 147 | 10% | -3% | -4 | 147 | -3 | 82 | 85
N=c1ccn(Cc2ccc(Cl)cc2Cl)cc1 | 1 | 147 | 10% | -3% | -1 | 147 | 5 | 59 | 55
CC1CC(C)(C)N(C(=O)CN2C(=O)c3ccccc3C2=O)c2ccccc21 (stereo not given) | -3 | 123 | . | . | 3 | 123 | -11 | 83 | 94
Cc1cccc(-c2n[nH]c(=S)n2Cc2ccccc2)c1 | 1 | 118 | . | . | -1 | 118 | -3 | 71 | 74
COc1ccc(-c2noc(CN(C(=O)c3cccs3)C(C)C)n2)cc1 | 3 | 150 | 5% | 0% | -3 | 150 | -7 | 91 | 99
CC(=O)Nc1ccc(C(=O)CSc2nnc(Cc3ccccc3)o2)cc1 | -5 | 70 | -30% | -2% | 5 | 70 | 19 | 100 | 81
O=C(CSc1nc2ccccc2[nH]1)c1ccco1 | -6 | 194 | -43% | 40% | 5 | 194 | 4 | 92 | 88
CCc1cc(-c2n[nH]c(=S)n2Cc2ccccc2)cs1 | -20 | 192 | 6% | -5% | 20 | 192 | . | . | .
COc1ccc(/C=C\C(=O)c2c(O)ccc3c(C)cc(=O)oc23)cc1 | -11 | 164 | -27% | -2% | 11 | 164 | . | . | .
CC(C)(C)NC(=O)c1ccc2c(c1)N(CC(=O)N1CCN(c3ccccc3F)CC1)C(=O)C(C)(C)O2 | . | . | -65% | 2% | . | . | -5 | 60 | 66
COC(=O)c1[nH]c2cccc(OC)c2c1NC(=O)CN1CC2(C)CC1CC(C)(C)C2 (stereo not given) | 5 | 122 | -23% | -3% | -5 | 122 | 9 | 66 | 57
CCSC(=O)CCCCCCCCCCCO | -25 | 191 | 16% | -2% | 25 | 191 | . | . | .
Cc1cc(CCC(=O)O)c(C)cc1CCC(=O)O | -12 | 127 | -5% | 0% | 12 | 127 | 7 | 109 | 102
NCCc1nnc(SCc2ccc(F)cc2)o1 | 3 | 139 | 19% | 26% | -3 | 139 | -9 | 99 | 109
Cc1ccc2nc(-c3cccnc3SCC(=O)N3c4ccccc4CC3C)[nH]c2c1 (stereo not given) | 12 | 130 | -39% | 5% | -12 | 130 | . | . | .
CCCN(CCC)C(=O)c1cc(-c2ccc3c(c2)OCO3)nc2ccccc12 | -3 | 178 | -48% | -12% | 3 | 178 | -17 | 52 | 69
CCc1nnc(NC(=O)CCN2C(=O)c3ccccc3S2(=O)=O)s1 | -4 | 178 | -2% | -9% | 4 | 178 | 10 | 105 | 95
CN1CCC(N(C)C(=O)COc2ccccc2-c2ccccc2)CC1 | 3 | 201 | -30% | 8% | -3 | 201 | 2 | 92 | 89
CCOc1ccccc1NC(=O)c1ccccc1-c1nc(-c2ccccc2OC)no1 | -8 | 112 | -26% | 7% | 8 | 112 | 2 | 68 | 66
CN(C)c1nc(N)nc(CSc2nnnn2-c2cccc3ccccc23)n1 | -1 | 129 | 26% | -8% | 1 | 129 | 3 | 85 | 82
CC1Cc2ccccc2N1C(=O)COC(=O)Cn1cnc2ccccc2c1=O (stereo not given) | -15 | 114 | -7% | 18% | 15 | 114 | 6 | 97 | 91
Cn1c(=O)c2c(nc(CN3CCN(c4cccc(Cl)c4)CC3)n2CCc2ccccc2)n(C)c1=O | -8 | 151 | . | . | 8 | 151 | 15 | 55 | 40
C/C=C/Cn1c(SCc2ccc(C)cc2)nc2c1c(=O)[nH]c(=O)n2C | . | . | 1% | 7% | . | . | . | . | .
Nc1nnc(SCc2ccc(F)cc2)s1 | -5 | 136 | 6% | 2% | 5 | 136 | -18 | 102 | 120
CCOC(=O)c1ccccc1NC(=O)/C(C)=C/C(=O)O | -7 | 143 | -3% | -1% | 7 | 143 | . | . | .
COC(=O)c1cc(OC)c(OC)cc1NC(=O)c1ccccc1 | . | . | 6% | 2% | . | . | -23 | 39 | 62
CC(=O)N1CCC2(CC1)C(C#N)=C(N)Oc1n[nH]c(C)c12 | . | . | 22% | -5% | . | . | 14 | 100 | 86
O=C1CCc2cc(S(=O)(=O)N3CCC(C(=O)NCCC4=CCCCC4)CC3)ccc2N1 | -11 | 176 | 7% | -56% | 11 | 176 | 8 | 86 | 77

3 entries drawn at random from the list so far:
SMILES | IL1B NFkB inh | IL1B NFkB inh cell count 2 µM | PLAP inhibition | Bcl-B displacement | IL1B NFkB pot | IL1B NFkB pot cell count 2 µM | MRP resist rev | MRP resist rev cytotoxicity | MRP resist rev with doxorubicin
CCOc1nc(-c2ccc(OC)cc2)ccc1-c1noc(-c2cc(OC)c(OC)c(OC)c2)n1 | -7 | 142 | -5% | -122% | 7 | 142 | -10 | 14 | 24
Cc1cccc(-c2n[nH]c(=S)n2Cc2ccccc2)c1 | 1 | 118 | . | . | -1 | 118 | -3 | 71 | 74
CCCN(CCC)C(=O)c1cc(-c2ccc3c(c2)OCO3)nc2ccccc12 | -3 | 178 | -48% | -12% | 3 | 178 | -17 | 52 | 69

Compounds above containing an NH in an aromatic ring, in the order listed:
SMILES | IL1B NFkB inh | IL1B NFkB inh cell count 2 µM | PLAP inhibition | Bcl-B displacement | IL1B NFkB pot | IL1B NFkB pot cell count 2 µM | MRP resist rev | MRP resist rev cytotoxicity | MRP resist rev with doxorubicin
CCOC(=O)c1[nH]c2cc(OC)c(OC)cc2c1NC(=O)CN1CCN(C)CC1 | -33 | 129 | -58% | -2% | 33 | 129 | 2 | 95 | 92
CCCCCCNc1c(C(=O)OCC)c(=O)[nH]c2ccccc12 | . | . | 25% | 2% | . | . | 9 | 87 | 79
CN(Cc1ccccc1)c1nc2c(c(=O)[nH]c(=O)n2C)n1CCCc1ccccc1 | 0 | 156 | -62% | 5% | 0 | 156 | 32 | 65 | 33
Cc1cccc(-c2n[nH]c(=S)n2Cc2ccccc2)c1 | 1 | 118 | . | . | -1 | 118 | -3 | 71 | 74
O=C(CSc1nc2ccccc2[nH]1)c1ccco1 | -6 | 194 | -43% | 40% | 5 | 194 | 4 | 92 | 88
CCc1cc(-c2n[nH]c(=S)n2Cc2ccccc2)cs1 | -20 | 192 | 6% | -5% | 20 | 192 | . | . | .
COC(=O)c1[nH]c2cccc(OC)c2c1NC(=O)CN1CC2(C)CC1CC(C)(C)C2 (stereo not given) | 5 | 122 | -23% | -3% | -5 | 122 | 9 | 66 | 57
Cc1ccc2nc(-c3cccnc3SCC(=O)N3c4ccccc4CC3C)[nH]c2c1 (stereo not given) | 12 | 130 | -39% | 5% | -12 | 130 | . | . | .
C/C=C/Cn1c(SCc2ccc(C)cc2)nc2c1c(=O)[nH]c(=O)n2C | . | . | 1% | 7% | . | . | . | . | .
CC(=O)N1CCC2(CC1)C(C#N)=C(N)Oc1n[nH]c(C)c12 | . | . | 22% | -5% | . | . | 14 | 100 | 86

High-throughput results: PubChem BioAssay, several laboratories
